Assay outcomes (PubChem BioAssay)
D2 PAM – HTS Assay for Positive Allosteric Modulators of the Human D2 Dopamine Receptor: Primary Screen for Potentiators. D(2) dopamine receptor (Homo sapiens), P14416. HEK293 T-REx D2, calcium flux, EC20 dopamine potentiation. potentiation, % at 10 µM. 0.34% of 340,000 active. AID 485347, 2010;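 active = potentiation over 3 SD above the plate norm, cut at about 30% in these data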; also: 0% is about no effect
Target sequence (P14416 whole entry, looked up): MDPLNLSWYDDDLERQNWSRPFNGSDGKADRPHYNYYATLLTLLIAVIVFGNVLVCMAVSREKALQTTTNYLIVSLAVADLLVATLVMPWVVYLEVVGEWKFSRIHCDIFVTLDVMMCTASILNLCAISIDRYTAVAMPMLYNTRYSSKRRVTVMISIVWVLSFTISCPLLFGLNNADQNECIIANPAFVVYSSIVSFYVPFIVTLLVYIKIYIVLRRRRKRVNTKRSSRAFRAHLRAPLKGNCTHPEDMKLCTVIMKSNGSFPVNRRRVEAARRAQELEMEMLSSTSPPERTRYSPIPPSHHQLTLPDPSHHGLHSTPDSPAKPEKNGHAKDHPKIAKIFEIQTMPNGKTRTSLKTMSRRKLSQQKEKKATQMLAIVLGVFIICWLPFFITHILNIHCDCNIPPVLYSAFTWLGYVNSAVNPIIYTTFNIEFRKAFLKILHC
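Tetracycline-induced HEK293 T-REx cells force-coupled to calcium signalling expressed D2; compounds were pin-added after a 10 s baseline, read kinetically 180 s, then an EC20 dopamine challenge followed with a further 180 s calcium read.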
D1 ag – Allosteric Agonists of the Human D1 Dopamine Receptor: qHTS | activation, % at 2 µM | 1% of 360,000 active | D(1A) dopamine receptor (Homo sapiens), P21728 | HEK293 T-REx D1 cells, calcium flux, agonist mode; also: 0% is about no effect
Target sequence (P21728 whole entry, looked up): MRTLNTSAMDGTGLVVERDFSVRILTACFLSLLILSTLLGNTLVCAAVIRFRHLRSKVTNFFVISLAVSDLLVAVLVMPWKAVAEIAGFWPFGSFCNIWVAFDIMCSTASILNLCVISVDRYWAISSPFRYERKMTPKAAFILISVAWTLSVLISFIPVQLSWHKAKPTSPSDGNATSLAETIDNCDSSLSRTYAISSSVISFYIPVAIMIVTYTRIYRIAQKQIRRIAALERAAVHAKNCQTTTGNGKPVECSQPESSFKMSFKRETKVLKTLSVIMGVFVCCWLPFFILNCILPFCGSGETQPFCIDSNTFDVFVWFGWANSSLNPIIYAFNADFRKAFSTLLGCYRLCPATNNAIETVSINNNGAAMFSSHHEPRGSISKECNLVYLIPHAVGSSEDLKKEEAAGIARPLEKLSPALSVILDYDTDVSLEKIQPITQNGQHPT
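Inducible HEK293 T-REx D1 cells, force-coupled to calcium signalling, were plated at 4000 cells/well with tetracycline and held overnight at 30 C. After no-wash calcium dye loading, compound-evoked calcium rise over 180 s flagged agonists.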
TRHR PAM – qHTS for Small Molecule Agonists and Allosteric Enhancers of Human TRH Receptor: Primary Screen for Enhancers | enhancement, % at 2 µM | TRHR cells, fluo-8 calcium fluorescence, EC20 TRH enhancement | Thyrotropin-releasing hormone receptor (Homo sapiens), P34981 | 0.66% of 360,000 active; in the data active = enhancement above about 30%; also: 0% is about no effect
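Enhancer read-out: after compound pinning and an initial kinetic agonist-mode read, an EC20 of TRH (10 nM final) was injected and fluo-8 calcium signal (Ex 480/Em 530) followed at 1 s/cycle for 100 cycles in TRHR-expressing cells.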
D1 PAM – Potentiators of Human D1 Dopamine Receptor: qHTS; D(1A) dopamine receptor (Homo sapiens), P21728; HEK293 TREx D1 cells, calcium flux, dopamine EC20 potentiation; potentiation, % at 10 µM; 0.036% of 360,000 active; AID 504651, 2011; in the data active = potentiation above about 30%; also: 0% is about no effect
TRHR agonist – qHTS for Small Molecule Agonists and Allosteric Enhancers of Human TRH Receptor: Primary Screen for Agonists; Thyrotropin-releasing hormone receptor (Homo sapiens), P34981; TRHR cells, calcium flux fluo-8, FDSS agonist mode; activation, % at 2 µM; 0.18% of 360,000 active; AID 493084, 2011; also: 0% is about no effect
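Steps: seed TRHR cells overnight; add fluo-8 no-wash Ca dye, RT 30 min–1.5 h; record 10 s baseline; pin-transfer compounds; monitor fluorescence 1 cycle/s for the agonist window. Calcium increases flag candidate agonists.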
D2 antag – HTS Assay for Allosteric Antagonists of the Human D2 Dopamine Receptor: Primary Screen for Antagonists; inhibition, % at 10 µM; AID 485344, 2010; HEK293 TREx D2 cells, calcium flux, dopamine EC80; D(2) dopamine receptor (Homo sapiens), P14416; 2% of 340,000 active; in the data active = inhibition above about 30%; also: 0% is about no effect
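Calcium mobilization kinetics were recorded at 1 s intervals in tetracycline-induced HEK293 T-REx D2 cells, first for 180 s after compound addition and then 180 s after EC80 dopamine.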
D2 ag – HTS Assay for Allosteric Agonists of the Human D2 Dopamine Receptor: Primary Screen for Agonists; 0.53% of 340,000 active; activation, % at 2 µM; HEK293 T-REx D2 cells, calcium flux agonist mode; AID 485358, 2010;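 active = activation over 3 SD above normal in the single-dose calcium agonist read, cut at about 30% in these data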; also: 0% is about no effect
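Tetracycline-induced HEK293 T-REx cells with force-coupled D2 receptor, plated overnight at 30 C, loaded with no-wash calcium dye. After a 10 s baseline, compound was pin-added and calcium flux read kinetically for 180 s; calcium rises flagged agonists.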
RXFP1 antag – qHTS Assay for Antagonists of the Relaxin Receptor RXFP1. HEK293-RXFP1, relaxin-stimulated cAMP HTRF, 30 min; stronger effect = lower value. activity change, negative = inhibition, % at 57.5 µM. 0.59% of 350,000 active. AID 1259400, 2018;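 active = activity change of -60% or lower, but not beyond a set lower limit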; also: % is scaled to controls: 0 for no effect and ±100 for the full control effect
D1 antag – Antagonist of Human D 1 Dopamine Receptor: qHTS; 3.2% of 360,000 active; AID 504652, 2011; activity change, negative = inhibition, % at 10 µM; HEK293 TREx D1 cells, calcium flux, dopamine EC80; stronger effect = lower value; in the data active = activity change below about -30%; also: % is scaled to controls: 0 for no effect and ±100 for the full control effect
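HEK293 T-REx cells expressing inducible, force-coupled D1 receptor; no-wash Ca dye, 30–90 min RT. Cmpd → 180 s read at 1 Hz → EC80 DA → 180 s read.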
Numbers without * were called inactive; . = not tested or not shown. Rule as the data show it, unless noted: active = activation above about 30%; inactive = the rest.

SMILES	D2 PAM	D1 ag	TRHR PAM	D1 PAM	TRHR agonist	D2 antag	D2 ag	RXFP1 antag	D1 antag
CCOc1nc(-c2ccccc2O)nc2ccccc12	5	6	4	0	-1.2	18	-1.1	13	-10
O=C(CCc1nnc(C2CCCCC2)o1)N1CCN(Cc2ccccc2)CC1	-6	1	-1	18	0.0	5	-0.7	4	13
COc1ccc(CNC(=O)CSc2nc(-c3ccc(OC)c(OC)c3)cc(C(F)(F)F)n2)cc1	8	3	2	-1	1.0	.	0.1	.	0
O=C(NCc1ccccc1)c1csc2c1CCCC2	13	8	2	-4	-1.5	2	-1.8	13	-5
O=C(O)c1cccc(Cn2c(Cl)c(/C=N/NC(=O)c3cccc(O)c3)sc2=O)c1	6	2	-2	-8	0.2	15	-0.4	-5	-14
CCC(=O)c1ccccc1OCCCCn1cncn1	3	3	2	3	-0.1	-1	-0.1	-1	-6
O=C1NCN(c2ccccc2)C12CCN(c1nnnn1-c1ccccc1)CC2	-12	2	-2	-14	-0.1	7	0.0	-2	-6
COc1ccccc1-c1noc2ncnc(Nc3cccc(C)c3C)c12	0	2	-6	-6	-0.9	4	-1.8	.	-32*
NS(=O)(=O)c1ccc(N2CCCCCC2)c([N+](=O)[O-])c1	-3	4	-11	-5	-0.4	13	0.6	-12	-2
Cc1cc(C)n(CCc2nc(-c3cc4ccccc4o3)cs2)n1	-2	3	-5	-5	0.3	-11	-0.5	-17	-5
COc1ccc(-c2nnc(SCC(=O)N3CCc4ccccc4C3)o2)cc1	19	2	1	-5	-1.0	-9	-1.6	7	-7
Cc1ccc(NC(=S)Nc2ccc3cn[nH]c3c2)c(C)c1	-1	-1	8	-3	-0.6	-9	0.3	-18	-15
O=C(CSc1nc2ccccc2n1CC(=O)Nc1ccc(F)cc1F)Nc1ccc(F)cc1	-1	4	11	0	0.5	.	1.6	-2	9
CN(C)S(=O)(=O)c1ccc(C(=O)Nc2nnc(SCC(=O)NCC3CCCO3)s2)cc1 (stereo not drawn)	8	1	-2	-8	-2.5	-8	-0.1	-10	0
Cc1ccc(CNC(=O)COC(=O)c2cc(C)oc2C)cc1	4	2	-6	-6	-0.9	-17	-1.9	-4	-18
N#Cc1c(C#N)c(-c2ccccc2)n(-c2ccc(C(=O)O)cc2)c1N	4	2	3	2	0.0	-5	-0.5	8	0
COC(=O)C(CC(C)C)NC(=O)CNC(=O)c1ccccc1C (stereo not drawn)	3	-1	-2	6	-0.1	3	0.3	3	-4
CC(SCCc1ccccn1)C(=O)O (stereo not drawn)	22	0	3	-4	0.6	-18	0.9	-1	-1
O=S(=O)(Nc1ccc(Oc2ncccn2)c(Cl)c1)c1ccc(F)cc1	3	5	-4	0	-1.9	1	-0.3	-5	-10
O=C(NN=C1CCCC1)c1cccc(Br)c1	-16	3	2	-4	0.0	1	-0.6	2	-9
O=C(NCC(=O)N1CCCCCC1)c1ccc(Cl)cc1	16	1	0	-2	0.5	-1	0.2	-11	2
Oc1ccccc1C1Nc2cccc3cccc(c23)N1	20	2	8	-4	-0.8	-3	0.7	10	-22
CCCCNS(=O)(=O)c1ccc2nc(-c3cccnc3)cc(C(=O)NC3CC3)c2c1	8	-4	-6	-3	-0.3	-15	-1.4	.	4
CCOC(=O)/C=C/C(=O)Nc1ccccc1C(=O)NC1CCCCC1	6	2	3	-3	0.1	-4	-0.8	-2	14
CCOC(=O)c1scc(-c2ccccc2)c1S(=O)(=O)N1CCN(c2ccc(Cl)cc2)CC1	2	3	9	0	0.3	.	0.3	.	-10

(cont.)
SMILES	D2 PAM	D1 ag	TRHR PAM	D1 PAM	TRHR agonist	D2 antag	D2 ag	RXFP1 antag	D1 antag
CC(C)C(=O)Nc1ccc(C(=O)NNC(=S)NC(=O)c2ccccc2[N+](=O)[O-])cc1	9	2	1	4	0.0	-10	-0.3	.	-13
Cc1nn(C)c2c1c(-c1ccccc1)cc(=O)n2C(C)C(=O)NCc1ccc(F)cc1 (stereo not drawn)	5	0	14	7	-0.2	.	-0.1	-11	22
CCOC(=O)c1sc2nc(CC(=O)OC)nc(N3CCN(c4ccc(OC)cc4)CC3)c2c1C	1	4	-1	-4	-0.9	-59	-0.7	-18	4
COc1cc2nc(NC(=O)c3ccc(S(=O)(=O)N4CCOCC4)cc3)sc2cc1OC	-6	0	6	1	0.8	.	.	.	1
CCN(Cc1ccccc1)S(=O)(=O)c1cc2[nH]c(=O)c(=O)[nH]c2cc1C	-3	5	-4	0	-0.3	8	0.0	-9	0
O=C(Nc1ccc(F)c([N+](=O)[O-])c1)c1ccc2c(c1)OCCO2	-12	0	-3	-2	0.5	15	0.8	-23	-22
Cc1ccccc1NS(=O)(=O)c1ccc(Cl)cc1	-4	3	-5	2	-0.3	-4	1.0	-2	-21
Cn1c(=O)cc(Nc2ccc(Cl)cc2)[nH]c1=O	0	0	1	0	0.5	-7	0.2	0	-14
CCCCN1Cc2cc(C(=O)c3cc(OC)ccc3O)cnc2NC1=O	-13	2	-1	6	0.0	-2	-1.1	-3	3
CC12CCC(=O)N1C(C(=O)Nc1ccc(Cl)c(Cl)c1)CS2 (stereo not drawn)	-3	3	-3	-1	0.2	-4	0.4	-17	-2
O=C(NNC(=O)C1COc2ccccc2O1)c1ccccc1O (stereo not drawn)	-2	5	-8	-6	0.0	2	0.2	-1	2
CNc1cc(CSc2ccc(Cl)cc2)nc(C)n1	-1	11	-2	-7	-0.7	8	0.8	6	-5
COc1ccc(N(CC(=O)NCc2ccc(C)cc2)S(=O)(=O)c2c(C)noc2C)cc1	2	0	-6	-3	0.3	4	0.0	3	-1
COC(=O)c1ccc(NC(=O)c2cccc3c2C(=O)N(C2CCCCC2)C3)cc1	-4	3	15	8	-0.1	.	-0.3	.	-12
CCOC(=O)C1CCN(C(=S)NC2CCCC2)CC1	-14	1	-1	-3	0.5	34*	0.9	11	4
CCN(CC(=O)Nc1c(F)cccc1F)C(=O)/C=C/c1ccc2c(c1)OCO2	-5	1	-2	3	-0.2	-4	0.6	-13	1
CC1=C(C(=O)Nc2ccccc2)C(c2ccco2)NC(=S)N1 (stereo not drawn)	-5	0	-2	-2	0.2	-4	0.0	-3	3
O=C(CSc1nc2c(c(=O)n1-c1ccc(Cl)cc1)SCC2)Nc1ccc2c(c1)OCCO2	2	3	2	-7	-0.2	-1	0.0	.	-8
Cc1cccc(C(=O)Nc2ccc(C(=O)OCc3cc(=O)n4c5c(sc4n3)CCCC5)cc2)c1	2	-1	2	0	0.6	.	.	2	-11
COC(=O)c1cccc(Nc2nc(-c3ccncc3)nc3ccccc23)c1	4	0	-1	-4	-1.3	4	-0.2	11	-8
COc1ccccc1OCC(=O)NNC(=O)c1ccc2c(=O)n3c(nc2c1)CCC3	1	4	5	-1	-0.1	18	-0.6	0	-8
CCc1ccc(CCC(=O)Nc2ccccc2C(=O)O)o1	1	2	7	-1	-0.1	-14	-0.6	-7	-11
Cc1ccc(N2C(=O)c3ccc(C(=O)O)cc3C2=O)c(C)c1	5	4	5	-3	0.9	-33	0.3	0	0
O=C(Cc1cnn(-c2ccccc2)c1)c1ccc(O)c(O)c1O	7	3	-1	-2	0.3	-2	-0.3	-5	-4
O=C1CCn2nc(-c3ccc(Cl)cc3)cc2N1	-4	3	9	2	-0.3	2	0.9	0	5
O=C(c1ccc(N2C(=O)C3CC=C(Cl)CC3C2=O)cc1)N1CCOCC1 (stereo not drawn)	-3	5	2	10	0.4	7	0.5	6	15
C[C@]12CCC(=O)C=C1[C@H](O)C[C@@H]1[C@@H]2[C@@H](O)C[C@@]2(C)[C@H]1CC[C@]2(O)C(=O)CO	9	4	-4	-3	0.3	-6	0.3	.	58
CN(CCc1cn[nH]c1)C(=O)CC1C(=O)NCCN1Cc1cccc(Oc2ccccc2)c1 (stereo not drawn)	-3	1	-6	3	-0.6	13	1.1	-25	-3
CNC(=O)C1CCN(C(=O)N2CC(C)Oc3ccc(Cl)cc32)CC1 (stereo not drawn)	6	6	-4	-1	0.3	.	0.1	-3	22
CC(=O)N=C1SC2CS(=O)(=O)CC2N1c1ccccc1Cl (stereo not drawn)	13	2	-7	0	0.2	-6	1.3	-7	-5

Shown with two lines to a compound: entries from further up.
Results follow in this order: D2 PAM | D1 ag | TRHR PAM | D1 PAM | TRHR agonist | D2 antag | D2 ag | RXFP1 antag | D1 antag
COC(=O)c1cccc(Nc2nc(-c3ccncc3)nc3ccccc23)c1
    4 | 0 | -1 | -4 | -1.3 | 4 | -0.2 | 11 | -8
COc1ccccc1OCC(=O)NNC(=O)c1ccc2c(=O)n3c(nc2c1)CCC3
    1 | 4 | 5 | -1 | -0.1 | 18 | -0.6 | 0 | -8
CCc1ccc(CCC(=O)Nc2ccccc2C(=O)O)o1
    1 | 2 | 7 | -1 | -0.1 | -14 | -0.6 | -7 | -11
Cc1ccc(N2C(=O)c3ccc(C(=O)O)cc3C2=O)c(C)c1
    5 | 4 | 5 | -3 | 0.9 | -33 | 0.3 | 0 | 0
O=C(Cc1cnn(-c2ccccc2)c1)c1ccc(O)c(O)c1O
    7 | 3 | -1 | -2 | 0.3 | -2 | -0.3 | -5 | -4
O=C1CCn2nc(-c3ccc(Cl)cc3)cc2N1
    -4 | 3 | 9 | 2 | -0.3 | 2 | 0.9 | 0 | 5
O=C(c1ccc(N2C(=O)C3CC=C(Cl)CC3C2=O)cc1)N1CCOCC1 (stereo not drawn)
    -3 | 5 | 2 | 10 | 0.4 | 7 | 0.5 | 6 | 15
C[C@]12CCC(=O)C=C1[C@H](O)C[C@@H]1[C@@H]2[C@@H](O)C[C@@]2(C)[C@H]1CC[C@]2(O)C(=O)CO
    9 | 4 | -4 | -3 | 0.3 | -6 | 0.3 | . | 58
CN(CCc1cn[nH]c1)C(=O)CC1C(=O)NCCN1Cc1cccc(Oc2ccccc2)c1 (stereo not drawn)
    -3 | 1 | -6 | 3 | -0.6 | 13 | 1.1 | -25 | -3
CNC(=O)C1CCN(C(=O)N2CC(C)Oc3ccc(Cl)cc32)CC1 (stereo not drawn)
    6 | 6 | -4 | -1 | 0.3 | . | 0.1 | -3 | 22
CC(=O)N=C1SC2CS(=O)(=O)CC2N1c1ccccc1Cl (stereo not drawn)
    13 | 2 | -7 | 0 | 0.2 | -6 | 1.3 | -7 | -5
